High-throughput results deposited in PubChem by several laboratories.
Hck Nef HTS: inhibitors of human Hck kinase activated by Nef; P08631; Recombinant Hck-YEEI plus Nef, Z-Lyte FRET kinase assay; inhibition, % at 20 µM; 220,000 compounds, 0.68% hits; AID 463187;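 active means Hck-Nef kinase inhibition above about 50%, limit read from the data; inactive means inhibition below that limit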;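 further: 0% = DMSO with Hck plus Nef and 100% = Hck alone without Nef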
EP2 modulator: modulators of human EP2 prostaglandin E2 receptor; P43116; EP2-expressing cells, cAMP HTRF FRET, PGE2 co-stimulation; induction, % at 25 µM; 260,000 compounds, 0.83% hits;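 active means compounds whose cAMP rise, as percent of the full-agonist control response, exceeds 60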;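 further: rat C6 glioma line stably carrying human EP2 under a CMV promoter; the protocol text gives 20 µM as final concentration; 100% = response of wells given 1 µM PGE2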
Target sequence (P43116 whole entry, looked up): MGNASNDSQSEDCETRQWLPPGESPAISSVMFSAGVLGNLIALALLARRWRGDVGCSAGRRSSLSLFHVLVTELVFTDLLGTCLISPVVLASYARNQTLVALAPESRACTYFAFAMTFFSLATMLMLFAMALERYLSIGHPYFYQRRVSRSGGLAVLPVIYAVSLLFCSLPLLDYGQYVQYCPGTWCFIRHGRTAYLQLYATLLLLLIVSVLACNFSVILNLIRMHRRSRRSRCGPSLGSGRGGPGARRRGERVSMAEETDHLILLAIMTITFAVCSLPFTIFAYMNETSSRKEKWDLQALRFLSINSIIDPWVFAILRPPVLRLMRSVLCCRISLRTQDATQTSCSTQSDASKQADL
Runt-SMMHC FRET: blocks binding of human RUNX1 Runt domain to CBFb-SMMHC. Q01196+Q13951. Cerulean-Runt/Venus-CBFb-SMMHC FRET ratio 530/480, 1 h. inhibition, % at 20 µM. 220,000 compounds, 0.74% hits;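 active means mean inhibition across duplicate retests at 20 µM reaching about 50%, limit read from the data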;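 further: 0% = DMSO wells and 100% = wells with excess untagged CBFb-SMMHC; inhibitors lower the FRET ratio by blocking Runt binding to CBFb-SMMHC; some results filed as inactive read as strong as hits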
Target sequence (Q01196 whole entry, looked up, the tested form may be a part): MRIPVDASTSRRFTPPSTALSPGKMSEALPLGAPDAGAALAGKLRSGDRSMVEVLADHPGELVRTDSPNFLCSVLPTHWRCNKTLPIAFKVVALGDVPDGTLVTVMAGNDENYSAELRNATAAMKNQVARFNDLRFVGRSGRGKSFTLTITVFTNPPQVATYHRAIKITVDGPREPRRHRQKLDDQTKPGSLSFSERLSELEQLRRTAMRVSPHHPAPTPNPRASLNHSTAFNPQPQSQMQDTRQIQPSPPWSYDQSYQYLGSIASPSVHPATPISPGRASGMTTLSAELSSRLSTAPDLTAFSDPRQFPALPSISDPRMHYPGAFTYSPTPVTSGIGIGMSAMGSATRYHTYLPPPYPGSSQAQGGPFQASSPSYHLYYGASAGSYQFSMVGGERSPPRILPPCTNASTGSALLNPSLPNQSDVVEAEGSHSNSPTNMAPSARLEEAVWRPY
Target sequence (Q13951 whole entry, looked up, the tested form may be a part): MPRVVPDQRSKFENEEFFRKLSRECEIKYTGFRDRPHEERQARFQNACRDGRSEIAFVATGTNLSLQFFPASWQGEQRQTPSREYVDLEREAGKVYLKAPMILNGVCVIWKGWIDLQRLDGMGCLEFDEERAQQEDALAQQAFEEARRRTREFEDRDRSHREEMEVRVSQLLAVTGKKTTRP
EP2 antag: EP2 receptor (human) inhibition; inhibition, % at 25 µM; C6 glioma cells expressing human EP2, cAMP TR-FRET; cells stimulated with saturating PGE2; 260,000 compounds, 0.52% hits;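 active means percent inhibition above 40 after rounding to a whole number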;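 further: rat C6 glioma host cells with rolipram phosphodiesterase inhibitor present; the protocol text gives 20 µM as final concentration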
RBBP9 inh: inhibitors of human serine hydrolase RBBP9 | O75884 | recombinant RBBP9, FP-Rh probe fluorescence polarization | inhibition, % at 7.94 µM | 220,000 compounds, 0.2% hits | AID 1515;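 active means inhibition above the campaign mean of all tested compounds plus 3 SD, cut at about 14% in these data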;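 further: plate controls were DMSO wells with RBBP9 for no effect and wells lacking RBBP9 protein for full effect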
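System: RBBP9 protein | Quantity: 2.5 µM RBBP9 dispensing solution, before mixing | Reagent: FP-Rh probe, 375 nM dispensing solution | Timing: Enzyme-compound preincubation 30 min, then probe labeling 45 min, 25 °C | Measured by: Fluorescence polarization | Read-out: % inhibition | Replication: One well per compound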
L929 necroptosis: L929 zVAD cell death inhibition | AID 1377 | L929 zVAD necroptosis rescue, ATP luminescence, 24 h; with zVAD 60 µM | viability rescue, % at 10 µM | 220,000 compounds, 0.38% hits;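 active means activation, scaled between plate controls, above about 75%, limit read from the data; inactive means activation under that limit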;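 further: 0% = zVAD with DMSO and 100% = DMSO alone without zVAD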
Runt-CBFb FRET: blocks binding of human RUNX1 Runt domain to CBFb; Cerulean-Runt/Venus-CBFb FRET ratio 530/480, 1 h; AID 1496; inhibition, % at 20 µM; Q01196+Q13951; 220,000 compounds, 0.46% hits;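 active means inhibition over about 50% at 20 µM in the single-dose screen, limit read from the data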;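 further: 0% = DMSO wells and 100% = excess unlabeled CBFb competitor control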
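Buffer or medium: Tris pH 7.5 buffer with BSA. Assay system: Cerulean-labeled Runt domain protein. Amount: each fluorescent fusion protein 100 nM. Read-out basis: loss of energy transfer signal. Incubation: 1 h compound exposure, room temperature. Probe or stimulus: Venus-CBFb binding partner, 100 nM. Detection: FRET, excitation 422 nm, emission at 530 and 480 nm.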
TNF necrop inh: blocks TNF-alpha induced death of Jurkat FADD-/- cells; Jurkat FADD-/- TNF necroptosis rescue, ATP luminescence, 24 h; 0 = TNF only, 100 = no-TNF cells; 220,000 compounds, 0.068% hits; activation (protection from cell death), % at 10 µM;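 active means activation, meaning protection from cell death, of at least 50% relative to plate controls; inactive means activation below 50%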;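 further: necroptosis triggered by 40 ng/mL TNF-alpha added together with compound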
PERK inh: inhibitors of human PERK kinase; Q9NZJ5; inhibition, % at 5.6 µM; 220,000 compounds, 0.17% hits; CHO PERK-DD fusion, SEAP luminescence translation reporter;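 active means inhibition above the mean inhibition of all tested compounds plus 3 SD, set separately per screening campaign, cut at about 2.9% in these data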;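 further: PERK kinase domain activated by AP20187 dimerizer at 100 nM; 0% = DMSO with dimerizer and 100% = rapamycin at 8.4 µM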
Starred values were filed as active, the others as inactive; nt = no result given; & = joins results of further samples. The list is partial. The share of hits here may be higher or lower than overall.

Compound | Hck Nef HTS | EP2 modulator | Runt-SMMHC FRET | EP2 antag | RBBP9 inh | L929 necroptosis | Runt-CBFb FRET | TNF necrop inh | PERK inh
O=S(=O)(Nc1nc2ccccc2nc1-[n+]1cccc(N=C([O-])c2ccc(Cl)cc2)c1)c1ccccc1 | -4 | 10 | -6 | 6 | -1 | -0.6 | -10 | -12 | 0.5
CCOC(=O)c1c(CC(C)C)csc1/N=C/C1C(=O)CC(C)(C)CC1=O | 4 | 20 | -16 | 2 | -1 | 0.0 | -14 | -1.2 | -0.2
C/C(=N/NC(=O)c1ccc(C)s1)c1cccc(NC(=O)COc2ccc(Cl)cc2Cl)c1 | 0 | 8 | -6 | 10 | -11 | 0.4 | -3 | -0.4 | -0.1
Cc1c(-c2ccccc2)[n+](=O)c2c(n1[O-])CCCCC2 | 3 | 17 | 3 | 6 | -8 | 1.0 | -3 | 0.7 | 0.5
CC1(C)CC(=O)C=C(NNC(=O)C2CCCCC2)C1 | 1 | 9 | -1 | 6 | -3 | 0.2 | -4 | -0.5 | 0.5
O=C(NN=C(Cc1ccccc1)Cc1ccccc1)c1ccccc1F | -3 | 43 | 1 | 7 | -4 | 5.9 | -3 | 1.8 | -0.1
CCc1cccc(C)c1N1C(=O)CC(C)(C)CC1=O | 19 | -23 | 3 | 2 | 2 | 0.9 | 0 | 2.8 | -0.5
NC(=O)Oc1cccc(OC(N)=O)c1 | 6 | 31 | 2 | 9 | -8 | 0.8 | 0 | -1.0 | 1.1
CN(C)c1ccc(P(=O)(OC2CCCCC2)C(O)c2ccncc2)cc1 (stereo unspecified) | -13 | 12 | -3 | 12 | 0 | 0.1 | 2 | 2.6 | 1.2
CCN(CC)c1ccc(NC(=O)Nc2cccc(C(C)=O)c2)cc1 | 1 | -1 | 20 | 5 | -6 | 69 | 15 | 0.1 | -0.3
CCc1c(C)nc2cc(-c3ccc(OC)c(OC)c3)nn2c1NCC1CC1 | 12 | 10 | -2 | nt | -8 | 0.4 | 1 | -4.7 | -2.0
Cc1ccc(C)c(N(C)C(=O)c2cc3c(=O)[nH]c4ccc(C)cc4c3s2)c1 | 1 | -2 | -2 | 6 | -6 | -0.3 | -2 | 2.1 | -0.9
Cc1ccc2[nH]c3c(c2c1)CN(C(=O)CN1c2ccc(F)cc2CCC1C)CC3 (stereo unspecified) | 1 | -29 | -140 | 5 | 4 | 0.9 | nt | 1.3 | -0.2
COc1cccc(C2C(C#N)=C(N)OC3=C2C(=O)CCC3)c1OC(=O)c1ccco1 (stereo unspecified) | 6 | 12 | 1 | 14 | -5 | 1.5 | 3 | -0.7 | 0.7
O=C(NCc1cccs1)c1cc(C2CC2)on1 | 19 | 6 | 0 | 5 | -3 | 1.1 | 2 | 4.0 | 1.2
CCCC(C)NC(=O)Cc1ccc(Br)cc1 (stereo unspecified) | -1 | -6 | -1 | 5 | -1 | 1.4 | -5 | 14 | 0.5
Cc1cc(CN(C)C(=O)c2cc(COc3ccc(F)cc3Cl)on2)n[nH]1 | 21 | -100 | 2 | 17 | 1 | 0.4 | -17 | 1.1 | 0.4
Cc1ccc(S(=O)(=O)N2CCCCC2C(=O)Nc2nncs2)cc1 (stereo unspecified) | -1 | 4 | -2 | 19 | -1 | 0.3 | 3 | -0.3 | 0.8
O=C(O)CCCCCn1c(SCc2cc(=O)n3cc(Cl)ccc3n2)nc2ccsc2c1=O | -10 | 48 | -1 | 6 | -8 | nt | -4 | -2.5 | 0.1
Cc1ccc(S(=O)(=O)NC(=O)COc2ccccc2C(N)=O)cc1 | 0 | 6 | -4 | 6 | -3 | 0.3 | 2 | -0.8 | 0.9
CC(C)CC(=O)NC(=S)NCCc1ccccc1 | 1 | -39 | -6 | 21 | -6 | -0.2 | -3 | -2.4 | 0.1
C/C(=N\NC(=O)Nc1ccccc1)c1ccccc1 | 10 | 11 | 3 | 5 | -2 | 2.7 | 1 | 0.9 | -0.1
CC(=O)c1cccc(NC(=S)NCCC2=CCCCC2)c1 | 0 | -48 | 4 | 10 | -10 | -0.4 | 0 | -16 | 0.6
Cc1cc(Cl)c(OCCCn2ccnc2)c(Br)c1 | 5 | 15 | 2 | 3 | -5 | 0.5 | -3 | -0.5 | -0.3
COc1ccc(C(=O)O/N=C(\C)c2cnccn2)cc1 | -80 | -24 | 2 | 10 | -1 | -0.2 | -1 | -0.4 | 1.1
C/C(CCc1ccco1)=N\NC(=O)CNc1c(Br)cc(Br)cc1Br | 8 | 4 | -3 | 2 | -2 | 1.9 | -1 | 0.8 | 1.0
N#CC1=C(N)N(c2ccc(Cl)c(Cl)c2)C(=O)C1 | 15 | 2 | 6 | 10 | -7 | 0.2 | -3 | 1.1 | 0.8
O=C(N1CCN(CCO)CC1)N1c2ccccc2CCc2ccccc21 | 16 | 20 | -2 | 12 | -7 | 0.2 | -1 | 1.7 | -0.5
O=C(OC(C(=O)NC1CCCC1)c1ccc(F)cc1)c1ccno1 (stereo unspecified) | 1 | 19&1 | -1 | 6&3 | -7 | 0.5 | 0 | 33 | 0.1
CC(=O)C(=[N+]=[N-])C(=O)NCc1ccccc1 | 1 | 34 | 0 | 10 | -2 | -0.1 | -1 | 0.9 | 0.9

Random excerpt: 4 compounds from above, in no set order.
Compound | Hck Nef HTS | EP2 modulator | Runt-SMMHC FRET | EP2 antag | RBBP9 inh | L929 necroptosis | Runt-CBFb FRET | TNF necrop inh | PERK inh
C/C(CCc1ccco1)=N\NC(=O)CNc1c(Br)cc(Br)cc1Br | 8 | 4 | -3 | 2 | -2 | 1.9 | -1 | 0.8 | 1.0
COc1ccc(C(=O)O/N=C(\C)c2cnccn2)cc1 | -80 | -24 | 2 | 10 | -1 | -0.2 | -1 | -0.4 | 1.1
CC(=O)c1cccc(NC(=S)NCCC2=CCCCC2)c1 | 0 | -48 | 4 | 10 | -10 | -0.4 | 0 | -16 | 0.6
N#CC1=C(N)N(c2ccc(Cl)c(Cl)c2)C(=O)C1 | 15 | 2 | 6 | 10 | -7 | 0.2 | -3 | 1.1 | 0.8

Next compounds:
Field names – A = Hck Nef HTS; B = EP2 modulator; C = Runt-SMMHC FRET; D = EP2 antag; E = RBBP9 inh; F = L929 necroptosis; G = Runt-CBFb FRET; H = TNF necrop inh; I = PERK inh
SMILES: O=C(O)CSc1nnc(CNc2ccc(Cl)cc2)n1Cc1ccccc1
  A: 0; B: 27; C: -4; D: 8; E: 6; F: 0.5; G: 0; H: -2.3; I: 1.1

SMILES: CCC1CCCCN1C(=O)c1ccc(OC2CCN(C(=O)C3CC3)CC2)cc1 (stereo unspecified)
  A: -4; B: -9; C: -2; D: 7; E: -1; F: 0.0; G: -1; H: -0.4; I: 0.8

SMILES: Cc1cc(C)c(S(=O)(=O)Nc2ccc(C(N)=O)cc2)c(C)c1
  A: 24; B: -27; C: -1; D: 6; E: -4; F: 4.0; G: 0; H: -0.2; I: 0.7

SMILES: CCOC(=O)Cn1cnc2sc3c(c2c1=O)CCC3
  A: 7; B: 26; C: 1; D: 8; E: -7; F: -1.0; G: 1; H: 25; I: -1.0

SMILES: Cc1ccc(S(=O)(=O)Cn2nnnc2C(c2ccccn2)N2CCN(c3ccccc3)CC2)cc1 (stereo unspecified)
  A: -1; B: 13; C: 2; D: 13; E: -5; F: -0.5; G: -2; H: -5.7; I: -1.1

SMILES: Cc1cccn2cc(CNc3ccccc3)nc12
  A: 3; B: -9; C: -3; D: 10; E: -6; F: 0.1; G: 0; H: 0.8; I: 1.0

SMILES: Cc1cc(NC(=O)CSc2nnc(C(C)N(C)C)n2-c2ccc(F)cc2)no1 (stereo unspecified)
  A: 22; B: 31; C: 0; D: 3; E: -6; F: 2.5; G: 0; H: 1.3; I: 0.2

SMILES: COC(=O)[C@@H]1C[C@H]2CC[C@H](O)C[C@H]2N1Cc1ccc(C(C)(C)C)cc1
  A: 27; B: 18; C: 2; D: 10; E: nt; F: 0.4; G: -2; H: 0.7; I: nt

SMILES: C=C(C)c1cccc(C(C)(C)NC(=O)N2CCOCC2)c1
  A: 0; B: 0; C: -3; D: 13; E: -9; F: -0.3; G: -1; H: -1.0; I: 0.4

SMILES: CCNC(=S)Nc1cc(OCC)c(NC(=O)c2cccs2)cc1OCC
  A: -1; B: -4; C: -2; D: 9; E: -7; F: -0.8; G: 4; H: 0.1; I: 0.6

SMILES: CCC(C)NC(=O)CSc1nc(-c2cccs2)cc(C(F)(F)F)n1 (stereo unspecified)
  A: 4; B: -97&-41; C: -2; D: 17; E: 2; F: -0.1; G: -3; H: 1.5; I: -2.0

SMILES: CCOC(=O)C1=C(C)NC(=O)C(C(N)=O)C12CCCC2 (stereo unspecified)
  A: 1; B: 16; C: 1; D: 10; E: 3; F: 0.6; G: 2; H: 0.5; I: 0.0

SMILES: Cc1ccc(/C(O)=C2/C(=O)C(=O)N(Cc3ccco3)C2c2cccs2)cc1 (stereo unspecified)
  A: -19; B: 39; C: 7; D: 11; E: 5; F: -0.7; G: 3; H: -1.7; I: 1.2

SMILES: CCn1c(=O)c(NC(=O)c2ccccc2)c2n(c1=S)CCCCC2
  A: 2; B: -1; C: -1; D: 15; E: -2; F: 0.2; G: 3; H: -0.2; I: -1.2

SMILES: CCN(CC)C(=O)CN(c1cccc(OC)c1)S(=O)(=O)c1ccc(C)cc1
  A: 2; B: 7; C: -2; D: 6; E: -1; F: 0.5; G: 0; H: 0.1; I: -2.1

SMILES: CC(C)c1ccc(C2C3CSCC=C3C(C#N)=C(N)C2(C#N)C#N)cc1 (stereo unspecified)
  A: 4; B: -13; C: -24; D: 5; E: 8; F: -1.4; G: -9; H: -4.9; I: -1.0

SMILES: CCOCCc1nnc(NC(=O)Cc2c(F)cccc2Cl)s1
  A: 23; B: 4; C: 2; D: 3; E: 0; F: 0.7; G: -2; H: -0.8; I: 0.7

SMILES: COc1ccc(/C=C/C(=O)O)cc1S(=O)(=O)N1CCCc2ccccc21
  A: 24; B: 33; C: 2; D: 2; E: 0; F: 1.5; G: 0; H: -0.9; I: 0.6

Part of the list above in another layout.
The line under a structure holds: Hck Nef HTS	EP2 modulator	Runt-SMMHC FRET	EP2 antag	RBBP9 inh	L929 necroptosis	Runt-CBFb FRET	TNF necrop inh	PERK inh
> COc1ccc(/C=C/C(=O)O)cc1S(=O)(=O)N1CCCc2ccccc21
→ 24	33	2	2	0	1.5	0	-0.9	0.6
> CCOC(=O)c1c(CC(C)C)csc1/N=C/C1C(=O)CC(C)(C)CC1=O
→ 4	20	-16	2	-1	0.0	-14	-1.2	-0.2
> CCN(CC)C(=O)CN(c1cccc(OC)c1)S(=O)(=O)c1ccc(C)cc1
→ 2	7	-2	6	-1	0.5	0	0.1	-2.1
> COc1ccc(C(=O)O/N=C(\C)c2cnccn2)cc1
→ -80	-24	2	10	-1	-0.2	-1	-0.4	1.1
